Tn6 DDE FP: disrupts Tn6 cyclic peptide binding to fibrin D-Dimer-E complex; 370,000 compounds, 0.21% hits; Fibrin DD(E) TRITC-Tn6 fluorescence polarization displacement; inhibition, % at 8.3 µM;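 active = inhibition above a per-campaign cutoff: mean of compounds within control limits plus 3 SD, cut at about 15% in these data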;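 also: 0% = median of all compound wells on the plate and 100% = blocking peptide control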
PLCb3 inh: blocks human PLC-beta3 enzyme activity. Q01970. Purified PLC-beta3, fluorogenic substrate, fluorescence. inhibition, % at 12.2 µM. 370,000 compounds, 0.18% hits. AID 720704; in the data active = inhibition above about 11%;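 also: 0% = median of compound wells on plate and 100% = full blocker control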
ARFGAP1 inh: rat ARFGAP1 inhibition. inhibition, % at 16.5 µM. Q62848. 360,000 compounds, 0.26% hits. Arfgap1-stimulated ARF1 GTP hydrolysis, GDP FP detection;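 active = inhibition above a per-plate limit, mean inhibition of low control wells plus 3 SD, cut at about 25% in these data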;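 also: 0% = DMSO wells with enzyme and 100% = wells lacking Arfgap1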
Target sequence (Q62848 1-136 limits assumed): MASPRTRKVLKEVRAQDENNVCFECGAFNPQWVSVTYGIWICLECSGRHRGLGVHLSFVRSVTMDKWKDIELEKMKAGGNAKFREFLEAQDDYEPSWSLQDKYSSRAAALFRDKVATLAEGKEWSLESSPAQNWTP
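Replicates: Single well per compound | Assay system: Truncated rat Arfgap1 GAP domain | Control set: No-Arfgap1 wells (100%) versus DMSO full-reaction wells (0%) | Times: Enzyme reaction 120 min at 25 °C after 20 min preincubation | Reagent: Human ARF1(Δ1-17)-GTP substrate | Measured by: Tracer-displacement fluorescence polarization with EDTA stop, 620/688 nm | Measure: Percent inhibition of Arfgap1-stimulated GTP hydrolysis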
sPLA2-III inh: Blocks human group III sPLA2 activity. Q9NZ20. QFRET BODIPY PC-A2 liposome hydrolysis, fluorescence. inhibition, % at 12.2 µM. 370,000 compounds, 0.56% hits;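 active = inhibition above mean plus 3 SD of compounds lying within the high and low control bounds, cut at about 19% in these data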;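 also: 0% = median of test compound wells and 100% = no enzyme DMSO wells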
Target sequence (Q9NZ20 whole entry, looked up): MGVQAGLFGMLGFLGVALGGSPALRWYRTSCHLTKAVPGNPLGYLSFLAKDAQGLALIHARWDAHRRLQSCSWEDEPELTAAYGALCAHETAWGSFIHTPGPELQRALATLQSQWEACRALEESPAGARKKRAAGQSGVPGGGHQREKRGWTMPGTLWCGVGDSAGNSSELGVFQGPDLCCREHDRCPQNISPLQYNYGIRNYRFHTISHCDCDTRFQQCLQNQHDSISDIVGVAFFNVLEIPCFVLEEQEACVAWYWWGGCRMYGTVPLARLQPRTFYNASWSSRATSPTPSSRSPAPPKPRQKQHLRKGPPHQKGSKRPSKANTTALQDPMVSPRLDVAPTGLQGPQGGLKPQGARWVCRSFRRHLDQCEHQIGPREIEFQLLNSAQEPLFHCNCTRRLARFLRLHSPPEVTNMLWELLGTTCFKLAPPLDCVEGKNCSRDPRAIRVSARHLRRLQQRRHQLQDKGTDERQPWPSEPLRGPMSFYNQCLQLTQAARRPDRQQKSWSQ
Rev-erbA mod: Rev-erb alpha (human) modulation | Rev-erbα–FITC-DNA binding, fluorescence polarization, 90 min | activity, % at 10 µM | 370,000 compounds, 0.79% hits | AID 1259318;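 active = activity above about 14%, limit read from the data; passing the limit was not always enough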;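 also: 0% = DMSO wells with 35 nM protein and 100% = DMSO wells with 750 nM protein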
ASAP1 inh: inhibitors of human ASAP1 ArfGAP activity | Q9ULH1 | ASAP1-stimulated ARF1 GTP hydrolysis, GDP FP detection | 360,000 compounds, 0.19% hits | inhibition, % at 16.5 µM; in the data active = inhibition above about 25%;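 also: 0% = vehicle with enzyme and substrate and 100% = no enzyme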
PLCg1 inh: inhibitors of human phospholipase C gamma1; purified PLC-gamma1, fluorogenic substrate, fluorescence; P19174; 370,000 compounds, 0.84% hits; inhibition, % at 12.2 µM; in the data active = inhibition above about 9.5%
Tn7 DDE FP: disrupts Tn7 cyclic peptide binding to fibrin D-Dimer-E complex. FP displacement of FITC-Tn7 peptide from fibrin DD(E); 0% = median of compound wells per plate. AID 720508. 370,000 compounds, 0.13% hits. inhibition, % at 8.3 µM. P02675;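 active = inhibition above the mean of compounds falling within the control limits plus 3 SD of them, cut at about 14% in these data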;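 also: 0% = plate median of compound wells and 100% = 10 µM Aha-Tn7 peptide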
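Measure: % inhibition scaled between sample-field median and high-control FP; Test system: human fibrin DD(E); Quantity: 2 µM final DD(E) protein; Doses: one dose, 8.3 µM nominal; Schedule: compound with protein 10 min, then 3 h after probe, room temperature; Detection: fluorescence polarization; Medium: Tris buffer with calcium and detergent, pH 7.8.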
UHRF1 MBD2 ctr: human UHRF1 methylated DNA binding inhibitors | UHRF1 binding to methylated oligo, TR-FRET | inhibition, % at 4.4 µM | 370,000 compounds, 0.75% hits | AID 687016 | Q96T88; in the data active = inhibition above about 21%;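 also: UHRF1 SRA domain binding a hemimethylated CpG hairpin DNA probe; 0% = median of test compound wells and 100% = reference inhibitor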
proKLK7 act: activators of human kallikrein-7 zymogen. P49862. purified proKLK7, EDANS-DABCYL substrate fluorescence; 100% is mature enzyme control, 0% vehicle. activation, % at 7 µM. 370,000 compounds, 0.9% hits. AID 652039;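 active = activation above the mean of all tested compounds plus 3 SD, computed per campaign excluding outliers beyond control limits, cut at about 13% in these data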
Target sequence (P49862 whole entry, looked up): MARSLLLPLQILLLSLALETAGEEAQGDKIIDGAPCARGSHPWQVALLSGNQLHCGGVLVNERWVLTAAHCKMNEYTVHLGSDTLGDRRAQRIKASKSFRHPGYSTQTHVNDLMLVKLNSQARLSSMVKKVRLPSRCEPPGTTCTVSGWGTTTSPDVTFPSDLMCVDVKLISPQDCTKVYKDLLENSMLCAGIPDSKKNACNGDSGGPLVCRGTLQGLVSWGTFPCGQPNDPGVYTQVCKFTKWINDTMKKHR
* marks the source's active call; other numbers are inactive results; · = not tested or not shown.

Molecule,Tn6 DDE FP,PLCb3 inh,ARFGAP1 inh,sPLA2-III inh,Rev-erbA mod,ASAP1 inh,PLCg1 inh,Tn7 DDE FP,UHRF1 MBD2 ctr,proKLK7 act
Cc1nc2ccccc2c(=O)n1/N=C/c1ccccc1OC(F)F,-7,1,-4,0,-2,-8,2,1,-1,0.3
CC(C)Cn1cnc2c(SCCc3ccccc3)nc(N)nc21,-4,-27,-5,6,-6,11,-10,1,6,0.2
Cc1ccc(CNC(=O)c2cc(-c3ccccc3)nn2Cc2cc(C)no2)cc1,5,-1,8,-26,0,2,-1,-7,0,-0.3
Cn1nccc1C(=O)N1CCOCC1,0,0,-7,6,7,6,4,-6,8,0.1
COc1ccccc1/C=N/N1C(=O)C2C3C=CC(CC3)C2C1=O (stereo not drawn),6,2,7,0,-1,-11,2,9,0,-0.1
Cc1ccccc1C(=O)NNC(=O)c1ccc(F)cc1,2,1,5,9,7,-11,0,3,-2,0.1
Cc1nc(SCC(N)=O)[nH]c(=O)c1C,3,2,·,-1,0,·,1,-4,1,·
CC1CCN(c2c(NCc3ccc(C(=O)NCc4ccco4)cc3)c(=O)c2=O)CC1,-1,3,3,2,0,-9,0,-1,1,0.2
O=C(CSc1ncc(-c2ccccc2)n1-c1ccccc1)NCc1ccco1,-7,1,-7,-7,-1,5,5,-5,1,-0.5
COCc1cc(C)nc(N2CCOCC2)c1C#N,6,-135,11,1,-3,11,-110,-1,1,5.7
O=C(Cc1ccccc1)Nc1ccc(C(=O)NCC2COc3ccccc3O2)cc1 (stereo not drawn),0,-1,-1,-8,-4,0,0,1,6,-0.5
CCN1CCN(c2ccc(S(=O)(=O)N3CCCCC3)cc2NC(=O)CC(C)c2ccccc2)CC1 (stereo not drawn),-1,-2,-3,-15,5,-9,-3,-5,52*,-0.1
CC(=O)N1CCN(CCN(CC2C(C)C=C(C)CC2C)C(C)=O)CC1 (stereo not drawn),-3,-1,4,4,3,-4,1,-4,0,0.4
Cc1ccccc1C(=O)Nc1ccc(CN2CCOCC2)cc1,0,-4,2,2,2,-2,0,-5,3,0.4
Cc1cnc(C(=O)Nc2ccc3c(c2)CCC3)cn1,-9,-1,-7,-2,0,-2,-4,2,1,0.0
COc1ccc(-c2ccc3c(n2)CCCN3S(=O)(=O)c2ccc(C#N)cc2)cc1,3,-56,-10,5,0,7,-42,-12,3,-0.1
Cc1nc(=O)c(-c2ccccc2)c(C)n1-c1ccccc1,-4,-2,-1,-2,-1,13,3,-3,-2,-0.2
COc1ccc(NC(=O)c2ccc(-c3ccc(F)cc3)o2)cc1OC,-4,-14,7,-10,9,7,-12,4,-1,0.7
CC(Sc1nc2ccccc2c(=O)n1CC1CCCO1)C(=O)N(C)c1ccccc1 (stereo not drawn),10,-4,-6,1,-1,-7,0,0,-3,-0.7
CN(Cc1ccccc1)C(=O)Cn1nnc(-c2ccccc2)c1COc1ccc2ccccc2c1,-1,2,12,-31,8,-5,11*,-7,2,-0.1
CCC1CCCCN1Cc1nc(Cc2ccccc2Cl)no1 (stereo not drawn),3,-4,-11,3,-4,5,2,1,-1,-0.5
Cn1cccc1Cc1nnc(SCC(=O)Nc2ccc(Cl)cc2)n1-c1ccc(F)cc1,-2,-2,9,-17,-7,9,2,4,-1,-0.1
O=C(Cc1ccc(S(=O)(=O)N2CCOCC2)s1)NC1CCCCC1,4,-12,-3,-2,-3,3,-6,2,3,0.3
CC1CCCN(S(=O)(=O)c2ccccc2[N+](=O)[O-])C1 (stereo not drawn),0,4,-6,1,-4,6,3,3,0,-0.7
O[C@@H]1CN(Cc2cccs2)[C@@H](c2ccc(Cl)cc2)C[C@H]1n1cc(C2CC2)nn1,8,6,8,-6,3,0,1,-5,0,2.6
COC(=O)c1cn(NC(=O)c2cccnc2)c(=O)c2ccccc12,-7,-3,1,3,-4,1,-2,-2,-2,-1.8
C=CCOc1ccccc1CN1CCC(n2nccc2NC(=O)C2CCOC2)CC1 (stereo not drawn),3,-3,8,-3,-4,8,-1,-7,-2,0.6
O=C(NCCO)c1cccc(Nc2nc(-c3ccccc3)c3cc(Cl)ccc3n2)c1,-2,-23,-3,-9,6,4,-17,8,-3,-10
COc1ccc(NC(=S)N2CCN(c3ccccn3)CC2)cc1OC,2,1,7,10,-2,-1,-1,-2,-1,-1.4
FC(F)(F)c1ccccc1Cc1c(-c2cccc(Br)c2)nc2c3ccccc3ccn12,0,-32,7,1,4,-4,-19,-9,2,0.3
CCc1ccccc1NC(=O)CSc1nnc([C@H](CCSC)NC(=O)OC(C)(C)C)o1,-6,7,0,8,5,3,-5,3,1,0.3
CCOC(=O)C1CCN(S(=O)(=O)c2ccc(OCC)cc2)CC1,-2,-1,0,-3,-3,-1,0,7,1,-0.3
CCCCNC(=O)O[C@H]1CC[C@@]23CCCN2C(=O)CCC[C@H]3[C@H]1C,7,1,·,-2,-3,·,-2,5,0,·
CCCc1nnc(NC(=O)c2c(O)c3c([nH]c2=O)CCCC3)s1,1,1,0,5,-6,-19,-64,-4,2,-0.9
CCCCN(C(=O)c1ccc(S(=O)(=O)N(C)c2ccccc2)cc1)c1c(N)n(CCC)c(=O)[nH]c1=O,4,-6,-6,-2,3,-21,-2,6,0,-0.3
Cc1cccc(C)c1OCC(=O)Nc1ccccc1N1CCCCC1,-3,-10,-2,-8,-3,0,1,-2,-2,0.5
CN1CCN(C(=O)c2cc3c(c(-c4cccc(Br)c4)n2)[C@H](CCO)N(S(=O)C(C)(C)C)C3)CC1 (stereo partly drawn),3,-16,0,2,-4,6,-12,-4,-5,0.6
Cc1cc(C)n2cnnc2n1,3,-12,1,5,-4,-12,-2,6,3,-0.1
Cc1cc(=O)[nH]c2ccc(S(=O)(=O)NC3CCCCC3)cc12,7,-7,12,0,4,-4,-1,-1,0,-0.5
Nc1c(C(=O)CCC(=O)O)oc2ccc(Cl)cc12,1,-10,7,-1,-4,-8,-7,-1,-1,-0.1
COC(=O)c1cccc(C(=O)N2CCCC(C(=O)c3cccc(OC(C)C)c3)C2)c1 (stereo not drawn),-6,-7,-8,2,1,-2,-1,-3,20,0.9
COc1ccc(CNc2cccc3[nH]c(C(F)(F)F)nc23)cc1,0,-9,0,-5,0,-8,-5,11,1,0.3
CNC(=O)c1cc2c(s1)-c1ccccc1CC2,-4,-157,-3,1,7,0,-119,-3,0,4.2
COc1ccc(N2C(=O)/C(=C\c3ccco3)N=C2SCC(=O)N(C(C)C)C(C)C)cc1Cl,2,-12,8,-6,-5,-5,-11,-8,1,-0.2
COc1ccc(CCN2CC34C=CC(O3)C(C(=O)NCc3ccccc3)C4C2=O)cc1OC (stereo not drawn),-4,1,1,4,-2,9,-2,5,4,-0.1
COc1ccc2c(Cl)c(C(=O)NC3CCS(=O)(=O)C3)sc2c1 (stereo not drawn),2,-1,-7,9,-4,-2,2,9,0,-0.5
CCCCCCCCNC(=O)CC(NS(=O)(=O)c1ccc(NC(C)=O)cc1)C(C)C (stereo not drawn),3,3,6,-15,6,-4,1,3,-4,0.0
O=C(COC(=O)c1ccc[nH]c1=O)NC1CCCC1,0,0,-8,11,-3,0,4,4,4,0.3
COC(=O)c1cccc(Nc2nc(-c3ccncc3)nc3ccccc23)c1,-5,-8,0,16,-16,28*,-3,-2,5,-0.6
O=C(c1ccc(S(=O)(=O)N2CCCC2)cc1)N1CCC(CN2C(=O)c3cccc4cccc(c34)C2=O)CC1,1,-3,-6,-5,-6,0,0,-2,2,-0.5
C[C@@H]1CN([C@@H](C)CO)C(=O)c2cc(Br)cnc2O[C@H]1CN(C)C(=O)c1ccncc1,7,-2,-4,8,-2,7,0,-6,4,-0.7
CCCOc1ccc(-c2c(=O)n(OCC(=O)OCC)c3ccccc3[n+]2[O-])cc1,-4,-35,10,8,-6,-3,-31,-2,0,-8.8
O=c1[nH]c2ccccc2c(O)c1-c1ccccc1[N+](=O)[O-],6,2,-1,7,-1,0,-2,0,-3,-0.3
Cc1ccc2c(c1)N(C(=O)CCC(=O)NC1CCN(Cc3ccccc3)CC1)CC(C)O2 (stereo not drawn),11,3,1,-14,7,4,0,-6,0,-0.2
COc1ccc2c(C(=O)c3ccc(C)cc3)n(Cc3ccc(C(N)=O)cc3)[n+]([O-])c2c1,-1,-43,3,-8,-4,0,-26,0,7,-0.6
CC1=CC2C3C(=O)N(c4ccccc4)C(=O)C3C1C(=O)C2(O)C(C)C (stereo not drawn),-1,-1,13,4,-4,-3,-1,4,-1,0.1
Cc1ncc(CN2CCCC(CCC(=O)NCc3ccccc3F)C2)s1 (stereo not drawn),-1,1,-4,5,1,-8,0,2,2,0.0
C#CCSc1nc2ccccc2n1C(=O)c1ccc(S(=O)(=O)N2CCCCC2)cc1,-2,1,8,-3,-2,-9,3,-6,-2,-0.2
C#CCOCCOCCOCCNc1nc(N2CCN(C(=O)[C@H](CCCCN)n3cc(CN)nn3)CC2)nc(N2CCN(C(=O)[C@H](CCC(=O)O)n3cc(CN)nn3)CC2)n1,-2,3,9,9,-2,-6,3,-5,2,0.2
COc1ccccc1N1CCN(C(=O)CSc2nnc(-c3ccoc3C)o2)CC1,0,-1,2,-5,3,8,2,-9,6,-0.1

Whole records, quoted from the list:
`COc1ccc(CCN2CC34C=CC(O3)C(C(=O)NCc3ccccc3)C4C2=O)cc1OC` (stereo not drawn) in the list: Tn6 DDE FP: -4; PLCb3 inh: 1; ARFGAP1 inh: 1; sPLA2-III inh: 4; Rev-erbA mod: -2; ASAP1 inh: 9; PLCg1 inh: -2; Tn7 DDE FP: 5; UHRF1 MBD2 ctr: 4; proKLK7 act: -0.1
`O=C(c1ccc(S(=O)(=O)N2CCCC2)cc1)N1CCC(CN2C(=O)c3cccc4cccc(c34)C2=O)CC1` in the list: Tn6 DDE FP: 1; PLCb3 inh: -3; ARFGAP1 inh: -6; sPLA2-III inh: -5; Rev-erbA mod: -6; ASAP1 inh: 0; PLCg1 inh: 0; Tn7 DDE FP: -2; UHRF1 MBD2 ctr: 2; proKLK7 act: -0.5

Further structures.
Molecule,Tn6 DDE FP,PLCb3 inh,ARFGAP1 inh,sPLA2-III inh,Rev-erbA mod,ASAP1 inh,PLCg1 inh,Tn7 DDE FP,UHRF1 MBD2 ctr,proKLK7 act
COC(=O)C(C)Sc1nc2c(c(=O)[nH]c(=O)n2C)n1CCCc1ccccc1 (stereo not drawn),0,0,-2,4,3,3,4,-6,1,-0.2
Cc1cc2nnc(SCC(=O)Nc3cc(S(=O)(=O)N4CCOCC4)ccc3Cl)n2c2ccccc12,-2,-9,8,-38,-6,-7,-13,7,0,-0.7
O=C(Nc1nnc(CCN2CCOCC2)s1)c1ccccc1,11,10,5,8,-5,-8,6,-2,-1,0.2
N#Cc1ccccc1OCC(=O)NCC1(N2CCCCC2)CCCCC1,3,-6,1,4,5,10,-1,-3,2,-0.2
